Assay outcomes from PubChem BioAssay.
Vc quorum ag = quorum light induction in luxS cqsA deficient V. cholerae; AID 588436; V. cholerae BH1578 lux reporter, luminescence, 6 h; activation, % at 18.7 µM; actives 0.16% (n = 350,000); in the data active means activation mostly above about 9.7%, no sharp cut-off; inconclusive means no clear call, values can overlap the other calls; inactive means mostly below about 3.7%; further: not every result past the cut was called active; inactives centre near 0; reference of the scale not given here
SARS 3CLpro inh = SARS-CoV 3CLpro protease inhibition. recombinant SARS-CoV 3CLpro, quenched FRET peptide cleavage. inhibition, % at 6 µM. actives 0.14% (n = 290,000); in the data active means inhibition above about 12%
VHR inh abs = inhibitors of human VHR1 phosphatase (DUSP3); P51452; recombinant VHR phosphatase, pNPP absorbance; inhibition, % at 13.3 µM; actives 0.52% (n = 290,000); AID 1654; in the data active means inhibition above about 50%; further: some compounds called inactive have numbers as strong as hits
Target sequence (P51452 whole entry, looked up): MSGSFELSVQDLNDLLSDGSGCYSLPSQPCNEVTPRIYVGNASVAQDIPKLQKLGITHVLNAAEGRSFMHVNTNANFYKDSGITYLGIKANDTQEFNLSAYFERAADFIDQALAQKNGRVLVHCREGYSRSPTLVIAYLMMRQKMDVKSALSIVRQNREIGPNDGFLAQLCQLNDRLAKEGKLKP
Anthrax LF inh2 = anthrax lethal factor protease inhibition; P15917; multiplex microsphere protease cleavage assay, LF; inhibition, % at 10 µM; actives 0.12% (n = 360,000); AID 588501; further: plate controls were buffer without enzyme for full effect and enzyme alone for no effect
Target sequence (P15917 whole entry, looked up): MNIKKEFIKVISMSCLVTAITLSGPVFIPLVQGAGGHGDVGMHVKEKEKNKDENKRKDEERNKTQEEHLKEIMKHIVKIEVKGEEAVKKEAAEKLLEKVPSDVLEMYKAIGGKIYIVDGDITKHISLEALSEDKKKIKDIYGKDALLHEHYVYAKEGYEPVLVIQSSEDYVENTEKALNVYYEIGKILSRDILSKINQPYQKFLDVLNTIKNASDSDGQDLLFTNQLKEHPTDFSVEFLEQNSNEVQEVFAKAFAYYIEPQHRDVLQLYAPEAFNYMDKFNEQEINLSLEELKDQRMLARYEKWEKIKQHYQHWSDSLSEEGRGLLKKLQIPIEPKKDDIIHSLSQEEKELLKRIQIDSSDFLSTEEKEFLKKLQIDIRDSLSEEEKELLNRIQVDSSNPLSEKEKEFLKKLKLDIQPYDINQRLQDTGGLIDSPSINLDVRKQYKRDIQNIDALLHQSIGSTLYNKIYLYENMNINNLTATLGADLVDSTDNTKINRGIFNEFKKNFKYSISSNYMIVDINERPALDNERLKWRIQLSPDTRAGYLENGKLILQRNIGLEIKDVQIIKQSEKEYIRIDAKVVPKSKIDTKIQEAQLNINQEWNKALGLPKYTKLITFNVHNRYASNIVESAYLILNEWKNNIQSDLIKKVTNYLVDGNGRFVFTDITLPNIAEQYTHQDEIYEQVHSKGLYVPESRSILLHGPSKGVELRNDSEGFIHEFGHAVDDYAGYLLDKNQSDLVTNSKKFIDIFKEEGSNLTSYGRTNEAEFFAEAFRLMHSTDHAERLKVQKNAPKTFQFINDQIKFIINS
PfHsp40 yeast = rescue of PfHsp40-mediated yeast toxicity; AID 504582; S. cerevisiae expressing PfHsp40, growth rescue, ATP luminescence; actives 0.68% (n = 340,000); growth rescue, % at 12.5 µM; in the data active means growth rescue above about 28%, passing the limit was not always enough; inconclusive means no clear call, values can overlap the other calls;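 further: yeast W303a lacking pdr1 and pdr3 grown in galactose medium; growth measured after three days at 30 °C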
Yp Topo-I inh = inhibitors of Yersinia pestis topoisomerase I; Y. pestis Topo-I cleavage product accumulation, plate reader; activity, % at 10 µM; actives 0.064% (n = 360,000); in the data active means activity above about 50%, passing the limit was not always enough; inconclusive means no clear call, values can overlap the other calls; further: inactives centre near 2
BoNT A protease = inhibitors of Botulinum neurotoxin A light chain protease. multiplex microsphere protease substrate cleavage, flow cytometry. inhibition, % at 10 µM. actives 0.17% (n = 360,000); further: plate controls were buffer without enzyme for full effect and enzyme alone for no effect
CCHFV vOTU inh = CCHFV vOTU protease inhibition; inhibition, % at 11.5 µM; Pep-AMC fluorescence; actives 0.55% (n = 370,000); in the data active means inhibition above about 30%; further: 0% = vehicle wells with enzyme and 100% = no enzyme wells
TcdB GH inh = inhibitors of Clostridioides difficile toxin B glycohydrolase; AID 652162; P18177; inhibition, % at 9.99 µM; actives 0.24% (n = 350,000); TcdB glycohydrolase enzymatic assay, plate reader; in the data active means inhibition above about 10%
PriA SSB inh = K. pneumoniae PriA-SSBct interaction inhibition; AID 1272365; inhibition, % at 33 µM; actives 0.6% (n = 430,000); AlphaScreen SSBct-PriA binding, biotinylated peptide; in the data active means inhibition mostly above about 37%, no sharp cut-off; inactive means mostly below about 20%;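 further: plate controls were negative control peptide for no effect and reference peptide for full effect; strong numbers were not always called active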
Numbers without * were called inactive; i = inactive; ? = inconclusive; / = no result given. Unless noted, no stated cut-off is given here; in the data, active means inhibition above about 30%; inconclusive means no clear call, values can overlap the other calls; inactive means below that.

SMILES	Vc quorum ag	SARS 3CLpro inh	VHR inh abs	Anthrax LF inh2	PfHsp40 yeast	Yp Topo-I inh	BoNT A protease	CCHFV vOTU inh	TcdB GH inh	PriA SSB inh
O=C(CSc1nnc(Cc2ccccc2)o1)N1CCCC1	-0.1	4	27	-10	-1.5	4	1.1	-7	0.6	-20
C/C(=N\NC(=O)C(C)Nc1cccc(Cl)c1)c1ccc([N+](=O)[O-])cc1 (configuration not stated)	-0.2	-4	4	-2	1.0	-17	0.9	9	/	/
COc1ccc(S(=O)(=O)N2CCOCC2)cc1C(=O)Nc1cccc(C(=O)NC2CC2)c1	i	/	/	-3	/	-1	-0.5	17	9.2	/
CC(C)NC(=O)c1ccc2c(c1)N(CC(=O)Nc1ccccc1F)C(=O)C(C)(C)O2	i	1	-13	7	-2.3	13	-2.6	-6	0.0	-18
COc1cc(/C=N/n2cnnc2)ccc1OCc1ccc(C)cc1	i	-3	10	-6	-0.5	0	-0.2	24	/	/
S=C(NCc1ccco1)Nc1ccc(Cl)cc1Cl	i	-1	4	0	2.0	-7	-0.1	2	-0.3	4
COc1ccc(C(=O)NC2CCN(CC(=O)NCc3ccccc3)CC2)cc1	i	-10	2	-7	0.3	1	-1.0	10	0.7	1
COc1ccc(/C=C/C(=O)Nc2cccc(S(=O)(=O)N3CCOCC3)c2)cc1OC	i	/	/	-1	0.7	8	-2.7	-2	1.2	31
Nc1ccn(Cc2ccccc2F)n1	i	2	13	2	1.0	5	0.2	-21	0.5	-1
O=[N+]([O-])c1ccc(Cl)c(S(=O)(=O)Nc2ccc3cn[nH]c3c2)c1	0.8	/	/	-15	-0.4	-7	-0.1	4	-0.4	4

Single records, from the list above. Screens in order: Vc quorum ag | SARS 3CLpro inh | VHR inh abs | Anthrax LF inh2 | PfHsp40 yeast | Yp Topo-I inh | BoNT A protease | CCHFV vOTU inh | TcdB GH inh | PriA SSB inh
`O=[N+]([O-])c1ccc(Cl)c(S(=O)(=O)Nc2ccc3cn[nH]c3c2)c1` is listed with 0.8 | / | / | -15 | -0.4 | -7 | -0.1 | 4 | -0.4 | 4
`COc1ccc(C(=O)NC2CCN(CC(=O)NCc3ccccc3)CC2)cc1` is listed with i | -10 | 2 | -7 | 0.3 | 1 | -1.0 | 10 | 0.7 | 1
`O=C(CSc1nnc(Cc2ccccc2)o1)N1CCCC1` is listed with -0.1 | 4 | 27 | -10 | -1.5 | 4 | 1.1 | -7 | 0.6 | -20
`COc1ccc(/C=C/C(=O)Nc2cccc(S(=O)(=O)N3CCOCC3)c2)cc1OC` is listed with i | / | / | -1 | 0.7 | 8 | -2.7 | -2 | 1.2 | 31

Next structures follow.
SMILES	Vc quorum ag	SARS 3CLpro inh	VHR inh abs	Anthrax LF inh2	PfHsp40 yeast	Yp Topo-I inh	BoNT A protease	CCHFV vOTU inh	TcdB GH inh	PriA SSB inh
NS(=O)(=O)c1ccc(CCNC(=O)C2CCCN2C(=O)c2cccs2)cc1 (configuration not stated)	-0.2	/	/	4	/	1	-0.3	2	1.7	/
O=c1[nH]cc(-c2ccc(Br)cc2)n1Cc1ccccc1	-0.1	-5	-1	7	/	-3	-1.0	-3	0.8	77*
O=C(Nc1ccccn1)C(=O)Nc1ccccn1	-0.2	-2	22	0	-0.1	0	0.1	-4	1.6	-2
O=C(Nn1c(Cc2ccccc2)nc2ccccc2c1=O)c1c(O)c2cccc3c2n(c1=O)CCC3	i	5	25	3	?	-5	0.6	4	0.7	-15
NC(=O)CN(N=Nc1cccc([N+](=O)[O-])c1)c1cccc([N+](=O)[O-])c1	i	-1	17	0	-0.2	-2	-0.4	12	-0.6	-16
CCOC(=O)c1cc(-c2ccccc2)n(Cc2cc(CC)no2)n1	-0.4	/	/	-3	-0.2	-11	-0.3	7	1.0	-18
Cc1cccc(-c2n[nH]c(=S)n2/N=C/c2ccc(C)o2)c1	-3.3	2	-10	0	-0.5	2	0.4	11	-3.8	/
COc1cc(C(=O)NCCSc2ccccc2)cc(OC)c1OC	i	3	16	6	3.6	-1	-2.8	-6	0.6	-9
Brc1ccc2nc(C3CCCCC3)c(Cc3ccsc3)n2c1	/	/	/	-2	/	/	10	2	1.6	/
COc1ccc(N2CCN(S(=O)(=O)CCNC(=O)COc3cccc(OC)c3)CC2)cc1	-2.7	-2	-26	-2	3.9	13	-0.6	3	0.5	9

Arranged by length of the SMILES (smallest number first): some entries from above
SMILES	Vc quorum ag	SARS 3CLpro inh	VHR inh abs	Anthrax LF inh2	PfHsp40 yeast	Yp Topo-I inh	BoNT A protease	CCHFV vOTU inh	TcdB GH inh	PriA SSB inh
COc1cc(C(=O)NCCSc2ccccc2)cc(OC)c1OC	i	3	16	6	3.6	-1	-2.8	-6	0.6	-9
NS(=O)(=O)c1ccc(CCNC(=O)C2CCCN2C(=O)c2cccs2)cc1 (configuration not stated)	-0.2	/	/	4	/	1	-0.3	2	1.7	/
O=[N+]([O-])c1ccc(Cl)c(S(=O)(=O)Nc2ccc3cn[nH]c3c2)c1	0.8	/	/	-15	-0.4	-7	-0.1	4	-0.4	4

More results:
SMILES	Vc quorum ag	SARS 3CLpro inh	VHR inh abs	Anthrax LF inh2	PfHsp40 yeast	Yp Topo-I inh	BoNT A protease	CCHFV vOTU inh	TcdB GH inh	PriA SSB inh
CC1(Cc2cccc(C#N)c2)C(=O)Nc2c(Cl)cccc21 (configuration not stated)	-0.4	/	/	-3	/	14	-0.1	-5	1.7	/
COc1cc(OC)c2c3c(c(C4CCCCC4)nc2c1)CCC3	i	/	/	-8	-1.5	16	0.7	4	1.0	-5
CS(=O)(=O)N(CC(=O)N1CCOCC1)c1cccc([N+](=O)[O-])c1	-0.2	-8	15	0	0.3	4	0.0	-8	0.1	-7
CCC1CN(C(=O)N2CCC(C(=O)NCc3ccco3)CC2)c2ccccc2O1 (configuration not stated)	-0.4	-4	-12	-1	-1.3	7	-0.6	3	3.0	-5
COc1cccc(CNn2c(-c3cccc(C)c3)nc3ccccc3c2=O)c1	i	6	-8	1	4.2	22	-0.1	0	/	-2
NS(=O)(=O)c1cnccc1Nc1cccc(F)c1	-0.1	/	/	-4	-0.2	4	2.5	3	-0.5	-5
O=C(OCCOc1ccccc1)c1cc(S(=O)(=O)N2CCOCC2)c(Cl)cc1Cl	i	/	/	0	/	26	0.1	-9	0.6	/
CCOCCCN(C(=O)CCC(=O)Nc1cc(C)on1)C(C(=O)NC(C)(C)C)c1ccccc1Cl (configuration not stated)	-0.3	-2	11	4	0.7	15	0.5	-1	0.4	1
CC1(C(=O)NC2CCCC2)CCC(=O)N1Cc1ccccc1Cl (configuration not stated)	-3.0	-5	28	-2	-0.5	3	-1.5	-16	/	-10
CC(C)Cn1c(=O)[nH]c2ccccc21	5.9	4	-4	1	-0.1	6	0.2	-6	/	-1
CCCc1cc(C(N)=O)c(NC(=O)C2CCCO2)s1 (configuration not stated)	-6.2	3	5	0	0.6	8	1.9	6	/	-32
O=C(O)c1cccc(N=C2NC(=O)C(CO)(CO)S2)c1	-0.5	-9	0	-3	-1.1	-1	-1.4	10	0.3	4
CS(=O)(=O)c1ccc(Cl)c(NC(=O)c2ccc3ccccc3c2)c1	-0.4	4	0	-4	-1.1	5	-0.3	17	/	0
Cc1ccc(C(=O)N/N=C\c2cc3c(cc2Br)OCO3)cn1	-0.5	-2	26	-7	-1.5	-7	0.8	2	1.0	/
O=C(O)CCCCCN1C(=O)C(O)=C(C(=O)/C=C/c2ccccc2)C1c1cccc([N+](=O)[O-])c1 (configuration not stated)	-0.3	7	-2	1	1.4	-8	-0.4	-1	-2.1	4
c1csc(-c2nn3c(C4CCCCC4)nnc3s2)c1	-0.2	/	/	-2	-1.4	-4	0.7	0	-0.3	-4
O=C(Nc1cccc(C(F)(F)F)c1)c1csc([C@@H]2O[C@H](CO)[C@H](O)[C@H](O)[C@H]2O)n1	i	/	/	-3	/	0	-0.7	0	1.4	/
C=CCN1CCN(C(=O)c2ccc(-c3ccccc3)cc2)CC1	i	1	8	-3	-0.5	2	-0.9	-10	-0.5	1
Cc1cc(C)c(C)c(S(=O)(=O)Nc2cccnc2)c1C	i	/	/	2	-1.3	-11	-1.3	-7	2.2	-9
CCOP(=S)(OCC)C(O)CCCCCn1c(=O)c(F)cn(C2CCCO2)c1=O (configuration not stated)	-0.1	0	-10	-11	-0.2	1	-1.6	-6	-0.8	-11
N#CC1=C(N)OC2=C(C(=O)CCC2)C12CCN(C(=O)OCc1ccccc1)CC2	-0.9	/	10	-3	0.9	13	0.0	-3	/	15
CC(=O)N1CCN(C2=Nc3cccc4cccc2c34)CC1	-10	-1	-1	-2	-1.6	-1	-0.1	1	/	-6
COc1ccc(-c2csc3nc(C)nc(N4CCN(C(C)=O)CC4)c23)cc1OC	-0.3	8	22	0	0.3	4	-0.1	8	1.4	-2
O=C(COC(=O)Cc1cccs1)Nc1cccc(S(=O)(=O)N2CCOCC2)c1	i	/	/	-4	-1.4	-4	-0.7	-2	-1.6	-2
COc1ccc(C2Nc3ccccc3C(=O)N2O)cc1CN1CCOCC1 (configuration not stated)	-0.3	7	-2	-4	0.5	-2	-0.4	-9	/	-14
O=C(O)CSC(=S)N1CCCC1	i	0	13	-3	0.8	6	0.2	6	0.8	-15
Cc1ccc(C(C)C)c(Oc2nnnn2-c2ccccc2)c1	-0.4	0	-8	-4	0.4	18	-0.6	5	/	-39
COC(=O)c1cc(S(=O)(=O)N2CCN(c3cccc(C)c3)C(C)C2)c[nH]1 (configuration not stated)	i	-2	14	-2	0.8	6	-0.5	12	4.1	-8
CCCCOc1ccc(C(=O)NCC(=O)NC(C)CCc2ccccc2)cc1 (configuration not stated)	i	2	-3	-2	2.4	5	-3.0	6	1.2	-10
Cc1sc2nc(COC(=O)c3ccc(N4CCCC4)c([N+](=O)[O-])c3)[nH]c(=O)c2c1C	i	2	26	3	-1.5	-2	12	-9	/	4

Pulled one by one from the list above (two):
SMILES	Vc quorum ag	SARS 3CLpro inh	VHR inh abs	Anthrax LF inh2	PfHsp40 yeast	Yp Topo-I inh	BoNT A protease	CCHFV vOTU inh	TcdB GH inh	PriA SSB inh
CCC1CN(C(=O)N2CCC(C(=O)NCc3ccco3)CC2)c2ccccc2O1 (configuration not stated)	-0.4	-4	-12	-1	-1.3	7	-0.6	3	3.0	-5
CCCc1cc(C(N)=O)c(NC(=O)C2CCCO2)s1 (configuration not stated)	-6.2	3	5	0	0.6	8	1.9	6	/	-32

Further entries:
SMILES	Vc quorum ag	SARS 3CLpro inh	VHR inh abs	Anthrax LF inh2	PfHsp40 yeast	Yp Topo-I inh	BoNT A protease	CCHFV vOTU inh	TcdB GH inh	PriA SSB inh
CCN(CC)C(=O)CSc1n[nH]c(=O)n1CCc1ccccc1	-1.6	-6	17	-3	-0.2	-3	0.2	20	0.0	-3
COc1ccc(OC)c(S(=O)(=O)N2c3cc(F)ccc3CCC2C)c1 (configuration not stated)	-1.8	-1	0	-4	-0.6	13	-0.6	10	/	7
CC(C)CNC(=O)COCc1cc(-c2ccc3c(c2)OCO3)on1	-0.6	5	14	-8	0.3	-8	0.3	-4	-0.1	-5
O=Nc1c(O)[nH]c2ccc(F)cc12	-0.3	-2	24	0	1.6	-7	0.2	-11	0.3	4
Cc1ccc(SCC(=O)OCC(=O)NCCC2=CCCCC2)cc1	i	/	/	5	-0.4	29	5.1	-2	-1.5	-15
COc1ccc(/C=N/N(C)c2cc(=O)n(C)c(=O)[nH]2)cc1OC	i	-9	14	-3	1.5	5	0.6	27	1.4	/
O=C(COc1cc(Cl)c(Cl)cc1Cl)NC(=O)NC1CCCC1	-0.8	0	4	-2	6.0	1	-0.4	7	/	-8
O=C(Nc1ccc(NC(=O)C2CC2)nc1)c1ccco1	7.7	-2	21	-3	-0.5	6	0.9	6	/	4
Cc1cc(C)n(C(=O)CNC(=O)c2cccs2)n1	-0.4	-7	-21	-4	-0.4	6	0.4	0	2.7	-23
CC(C)OCC(O)CN1CC2C[C@@H](C1)Cn1c2cccc1=O (some centres not stated)	1.8	-2	24	0	0.5	7	0.7	-18	1.1	-7

This is a subset, so the mix of outcomes need not match the whole.
